Source: PubChem
APJ agonist: agonists of human apelin receptor APJ, primary screen, CHO-K1 cells, PathHunter beta-arrestin, luminescence | P35414 | 0% DMSO wells, 100% apelin | activation, % at 20 µM | 330,000 tested, 0.11% active | AID 2520, 2010;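 active = activation more than six SD over the plate average, tested at 20 µM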;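 also: 0% = DMSO alone and 100% = apelin-13 at 10 nM; some results filed as inactive read as strong as hits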
Target sequence (P35414 whole entry, looked up): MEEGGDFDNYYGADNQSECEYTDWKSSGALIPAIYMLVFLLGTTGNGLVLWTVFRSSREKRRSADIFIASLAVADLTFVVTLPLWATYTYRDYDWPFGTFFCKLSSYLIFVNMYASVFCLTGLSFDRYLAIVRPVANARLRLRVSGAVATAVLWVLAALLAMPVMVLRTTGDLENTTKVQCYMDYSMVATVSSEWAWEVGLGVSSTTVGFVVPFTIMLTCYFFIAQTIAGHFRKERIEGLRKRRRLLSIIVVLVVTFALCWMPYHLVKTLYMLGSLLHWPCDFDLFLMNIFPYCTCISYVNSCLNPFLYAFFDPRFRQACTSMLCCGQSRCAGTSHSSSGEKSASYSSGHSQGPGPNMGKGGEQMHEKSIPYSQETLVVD
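Incubation: overnight seeding, 90 min compound at 25 °C, 1 h detection; test system: PathHunter CHO-K1 APJ (AGTRL-1) beta-arrestin reporter cells; amount: 1000 cells/well; doses: one dose, 20 µM compound, 1% DMSO; measured by: beta-gal luminescence; measure: agonist-driven arrestin binding to APJ; benchmarks: negative DMSO alone, positive Apelin-13 at 10 nM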
APJ antag: antagonists of human apelin receptor APJ, primary screen, CHO-K1 cells, beta-arrestin complementation, luminescence. P35414. inhibition, % at 20 µM. 330,000 tested, 0.32% active;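 active = inhibition above about 40% at 20 µM, limit read from the data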;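 also: cells challenged with 10 nM apelin-13 agonist together with compound; plate controls were apelin-13 plus DMSO wells for no effect and DMSO wells lacking apelin-13 for full effect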
tim10-1 inh: growth inhibitors of tim10-1 mutant yeast, primary screen, luminescence, uHTS | S. cerevisiae tim10-1 ts strain growth, BacTiter-Glo, 24 h | inhibition, % at 20 µM | 330,000 tested, 2.2% active | AID 463190, 2010;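 active = inhibition of at least 40%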;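 also: mutant grown at 25 °C; 0% = DMSO wells with yeast and 100% = wells holding no yeast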
CXCR6 block: CXCR6 receptor inhibitors, primary screen, cell-based, beta-arrestin, luminescence, CHO-K1 PathHunter, 1536-well; C-X-C chemokine receptor type 6 (Homo sapiens), O00574; inhibition, % at 20 µM; 360,000 tested, 0.36% active; AID 602244, 2012; in the data active = inhibition above about 34%, passing the limit was not always enough;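 also: antagonist mode with CXCL16 agonist at 10 nM final; 0% = 10 nM CXCL16 with DMSO and 100% = unstimulated wells without agonist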
Target sequence (O00574 whole entry, looked up): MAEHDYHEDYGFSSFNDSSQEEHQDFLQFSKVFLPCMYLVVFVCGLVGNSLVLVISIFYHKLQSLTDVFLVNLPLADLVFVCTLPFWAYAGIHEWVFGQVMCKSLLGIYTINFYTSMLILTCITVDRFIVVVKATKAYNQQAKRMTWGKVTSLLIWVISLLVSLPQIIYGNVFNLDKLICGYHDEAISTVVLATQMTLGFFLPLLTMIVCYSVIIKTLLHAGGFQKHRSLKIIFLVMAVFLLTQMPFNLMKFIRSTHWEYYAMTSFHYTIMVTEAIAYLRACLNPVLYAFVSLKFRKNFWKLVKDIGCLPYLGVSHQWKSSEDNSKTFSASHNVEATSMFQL
UPR XBP1 act: activators of adaptive XBP1 UPR arm, primary screen, cell-based, CHO-XBP1 luciferase reporter, luminescence, uHTS | activation, % at 20 µM | IRE1-XBP1 UPR activation; percent of tunicamycin response, DMSO as zero | 330,000 tested, 0.33% active;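 active = versus positive control, 20 µM dose yields 30% or more activation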;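 also: 100% = tunicamycin at 10 µg/mL and 0% = DMSO only wells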
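Test system: CHO-XBP1 luciferase reporter cells | Buffer or medium: Serum-containing F12 medium, 10% FBS | Schedule: 6 h compound exposure at 37 °C, 5% CO2 | Detection: Steady-Glo luciferase glow luminescence, 10 min after reagent addition | Read-out basis: Activation, % of tunicamycin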
tim23-1 inh: growth inhibitors of tim23-1 mutant yeast, primary screen, luminescence, uHTS. inhibition, % at 20 µM. 330,000 tested, 1.3% active. S. cerevisiae tim23-1 growth, BacTiter-Glo luminescence, 24 h. AID 463212, 2010;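 active = growth inhibition of the mutant yeast at or above 50%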;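 also: temperature-sensitive mutant grown at 25 °C; plate controls were DMSO-treated mutant yeast for no effect and medium wells lacking yeast for full effect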
CHOP UPR activ: activators of apoptotic CHOP UPR arm, primary screen, cell-based, CHO-CHOP luciferase reporter, luminescence, uHTS; activation, % at 10 µM; AID 449763, 2010; UPR activation; percent of tunicamycin response over DMSO baseline; 330,000 tested, 0.34% active;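 active = at 10 µM dose, activation of 40% or more, normalized to positive control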;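 also: 100% = tunicamycin at 10 µg/mL and 0% = DMSO alone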
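Material: CHO-CHOP cells, stable luciferase reporter of PERK-eIF2a-CHOP signalling; quantity: 500 reporter cells seeded per well; buffer or medium: F12 medium containing 10% fetal bovine serum; compound: one dose, 10 µM in 0.5% DMSO; incubation: 6 h compound treatment, 37 °C; measured by: Steady-Glo luciferase luminescence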
TIM10 inh: growth inhibitors of isogenic TIM10 control yeast, primary screen, counter-screen for tim10-1 yeast inhibitor project, luminescence, uHTS; S. cerevisiae TIM10 strain growth, BacTiter-Glo luminescence, 24 h; inhibition, % at 10 µM; 330,000 tested, 1.4% active; AID 463195, 2010;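 active = inhibition of 40% or more at the single tested concentration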;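 also: wild-type TIM10 isogenic control strain grown at permissive 25 °C; 0% = DMSO yeast wells and 100% = minimal medium wells without yeast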
Mdm2 MdmX PPI: inhibitors of human Mdm2-MdmX association, primary screen, cell-based, luminescence, split luciferase, SaOS-2, uHTS. Protein Mdm4 (Homo sapiens) + E3 ubiquitin-protein ligase Mdm2 (Homo sapiens), …. SaOS-2 split-luciferase Mdm2/MdmX complementation. inhibition, % at 8 µM. 330,000 tested, 3% active. AID 485346, 2010;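 active = inhibition of at least 50% at 8 µM in the primary screen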
* marks the source's active call; other numbers are inactive results; · = not tested or not shown.

The first 5 entries, ahead of the listing:
SMILES	APJ agonist	APJ antag	tim10-1 inh	CXCR6 block	UPR XBP1 act	tim23-1 inh	CHOP UPR activ	TIM10 inh	Mdm2 MdmX PPI
O=C(O)c1ccc2c(=O)n(-c3ccc(F)c(Cl)c3)c(=S)[nH]c2c1	-3	-5	7	3	-1	11	0.3	9	-6
NS(=O)(=O)c1ccc(CCNC(=O)C2COc3ccccc3O2)cc1 (configuration not stated)	-2	1	3	-6	-1	12	0.4	5	-10
NS(=O)(=O)c1ccccc1NC(=S)Nc1ccccc1S(N)(=O)=O	1	-4	6	-6	2	9	-0.6	-17	3
C=CCn1c(SCC(=O)Nc2c(C)n(C)n(-c3ccccc3)c2=O)nc2sc(C)c(C)c2c1=O	-4	15	17	4	-2	30	-1.2	27	5
CC(=O)Nc1cccc(NC(C)=C(C#N)C#N)c1	1	-14	8	-3	-1	17	1.7	-1	10

The listing, from the first entry:
SMILES	APJ agonist	APJ antag	tim10-1 inh	CXCR6 block	UPR XBP1 act	tim23-1 inh	CHOP UPR activ	TIM10 inh	Mdm2 MdmX PPI
O=C(O)c1ccc2c(=O)n(-c3ccc(F)c(Cl)c3)c(=S)[nH]c2c1	-3	-5	7	3	-1	11	0.3	9	-6
NS(=O)(=O)c1ccc(CCNC(=O)C2COc3ccccc3O2)cc1 (configuration not stated)	-2	1	3	-6	-1	12	0.4	5	-10
NS(=O)(=O)c1ccccc1NC(=S)Nc1ccccc1S(N)(=O)=O	1	-4	6	-6	2	9	-0.6	-17	3
C=CCn1c(SCC(=O)Nc2c(C)n(C)n(-c3ccccc3)c2=O)nc2sc(C)c(C)c2c1=O	-4	15	17	4	-2	30	-1.2	27	5
CC(=O)Nc1cccc(NC(C)=C(C#N)C#N)c1	1	-14	8	-3	-1	17	1.7	-1	10
CCSc1nnc(NC(NC(C)=O)(C(F)(F)F)C(F)(F)F)s1	1	9	16	-1	3	9	1.8	5	-27
Cc1cc(F)ccc1S(=O)(=O)NCC(c1ccc2c(c1)OCO2)N1CCOCC1 (configuration not stated)	-6	-4	7	4	-2	19	-0.2	11	-24
COc1ccc(S(=O)(=O)N/N=C(/C)c2ccc(Cl)cc2)cc1	-1	10	52*	19	0	45	0.4	32	-5
CCOc1ccccc1N(CC(=O)NC1CCCCC1)S(C)(=O)=O	4	-5	17	-3	1	15	0.5	2	-4
Cc1ccc(C)c(N2C(=O)c3cc(N4CCOCC4)c([N+](=O)[O-])cc3C2=O)c1	2	-17	4	-3	-3	-6	-1.3	-3	5
CCn1c(-c2ccco2)n[nH]c1=S	2	3	11	13	-2	6	-0.6	5	-27
O=C1[C@@H]2C(c3ccccc3Cl)=NO[C@@H]2C(=O)N1Cc1ccccc1	-4	15	10	2	1	11	-0.5	3	30
O=C(O)C1CCCN1C(=O)C12CC3CC(CC(C3)C1)C2 (configuration not stated)	-3	-6	14	-7	-3	11	-1.3	-7	23
CC(C)=CCC/C(C)=C/Cc1c(O)ccc(C(=O)/C=C/c2ccc(O)cc2)c1O	-8	-48	-60	11	5	1	0.1	15	36
Cc1ccc(NS(=O)(=O)c2ccc(CCC(=O)N3CCCC3)cc2)cc1	0	2	3	-6	-2	6	-2.3	-13	7
CCOC(=O)c1ccc(NC(=O)CN2C(=O)CSC2=O)cc1	-4	13	6	5	2	12	3.8	2	12
O=S(=O)(c1ccccc1)N(Cc1nc(-c2ccccc2)no1)C1CCCCC1	-2	4	21	6	0	7	1.9	-20	31
COc1ccc(C(C(=O)NC2CCCC2)N(Cc2cccnc2)C(=O)c2snc(C(N)=O)c2N)cc1OC (configuration not stated)	-2	5	8	-1	-1	1	0.2	-13	15
O=C(NC(=S)N1CCOCC1)c1cn(-c2ccccc2)nc1-c1ccccc1	-3	-3	29	12	-2	40	-0.4	29	15
Oc1ccc2oc3c(c2c1)CCCC3	-1	1	-6	-3	-3	10	3.5	-6	8
O=C(NCCOc1ccc(F)cc1)C1CCC(=O)N(CCN2CCOCC2)C1 (configuration not stated)	11	5	-3	6	-4	5	0.6	6	2
CC1=CC(=C(C#N)c2nc3ccccc3s2)C=C(C)N1Cc1ccco1	-1	3	21	4	0	12	4.1	16	26
COC(c1ccccc1)c1nnc(CCC(=O)N(C)CCCC2CCCC2)o1 (configuration not stated)	-4	-11	7	-1	4	21	3.3	-2	1
CSc1cccc(NC(=O)CN(c2ccc(C)cc2C)S(C)(=O)=O)c1	-1	17	15	4	1	2	0.4	1	29
Cc1ccc(Cl)cc1NC(=O)C(NS(=O)(=O)c1cccs1)c1ccccc1 (configuration not stated)	0	-15	18	-7	-2	24	0.1	18	32

Next structures follow:
SMILES	APJ agonist	APJ antag	tim10-1 inh	CXCR6 block	UPR XBP1 act	tim23-1 inh	CHOP UPR activ	TIM10 inh	Mdm2 MdmX PPI
Cc1ccccc1-n1c(SCC(=O)NCC2CCCO2)nnc1-c1ccncc1 (configuration not stated)	-4	-2	6	-3	-2	13	-1.0	3	30
COc1ccc(C(=O)NNC(=O)CN2CCN(c3nc(-c4ccccc4)cs3)CC2)cc1	-2	-12	14	8	-1	12	-1.5	-7	12
Cc1nn(Cc2cccc(C(=O)NC34CC5CC(CC(C5)C3)C4)c2)c(C)c1Br	-4	-12	43*	7	-1	26	-0.5	20	25
O=S(=O)(ON(c1ccccc1)S(=O)(=O)c1ccccc1)c1ccccc1	3	5	31	5	-1	34	-0.9	46*	-2
O=C(Sc1nnnn1C1CCCCC1)c1cccs1	-2	-9	16	·	-1	4	0.6	-5	3
CCOC(=O)c1c(NC(=O)COC(=O)c2nc(Cl)ccc2Cl)sc2c1CCC2	-3	10	1	1	3	14	1.3	4	42
C#Cc1ccc([C@H]2C=C(C(=O)N3CCOCC3)O[C@@H](OCC)[C@@H]2CCCO)cc1	-3	-47	-10	1	0	-10	-0.8	-8	-10
CCC(C(=O)OC)n1cnc2c(nnn2-c2ccc(F)cc2)c1=O (configuration not stated)	-3	16	-12	1	1	-7	-1.0	-17	-3
O=[N+]([O-])c1cccc(-c2nnc(-c3ccc4c(c3)OCO4)o2)c1	1	-3	9	-6	2	-14	1.7	4	-82
COc1ccc(NC(=O)CSc2nnc(Cc3cccs3)n2-c2ccc(C)cc2)cc1	-2	-10	25	4	-1	39	2.4	25	-6
CCN(CC)c1ccc(C(=O)NC(=S)N2CCN(Cc3ccc4c(c3)OCO4)CC2)cc1	-4	-2	27	9	-2	35	-0.4	38	25
CC[C@H](C)[C@H](NC(=O)c1ccccc1)C(=O)Nc1ccc(S(=O)(=O)Nc2cc(C)nc(C)n2)cc1	-1	11	14	4	-4	13	-0.5	3	-6
Cc1c(S(=O)(=O)N2CCN(c3cccc(C(F)(F)F)c3)CC2)c(=O)n(C)c(=O)n1C	-2	23	8	-7	1	8	-2.1	2	26
O=C(O)[C@]1(S(=O)(=O)c2ccccc2)C[C@@H]2ON=C(c3cccc(Br)c3)[C@@H]2C1	1	5	9	4	-2	16	0.6	14	-21
COc1ccccc1NC(=O)COC(=O)c1ccccc1C(=O)N1CCN(c2ccccc2)CC1	1	-4	21	-7	-1	20	-0.3	17	6
Cc1ccc(C)c(NC(=O)C2CC(=O)N(C3CCCCC3)C2)c1 (configuration not stated)	-3	-7	8	1	-1	8	-0.6	-2	-24
Cc1ccc(N(C(=O)C2CCC(=O)N2)C2(C(=O)NC3CCCC3)CCCCC2)cc1 (configuration not stated)	15	-27	-5	-6	1	11	-0.6	2	15
Cc1ccc(OCC(=O)NCCCNC(=O)c2ccco2)cc1C	-1	11	-21	0	-4	4	-2.0	6	12
COc1ccc(CCN(C)C(=O)c2oc3ccccc3c2C)cc1OC	-6	15	9	-6	2	23	0.8	4	16
CCCC(=O)c1ccc2c(c1)OCCO2	-1	20	6	3	3	-4	-0.2	-4	2
COCCN(C(=O)COC(=O)CCn1c(C)csc1=O)c1c(N)n(Cc2ccccc2)c(=O)[nH]c1=O	-2	5	-4	0	-2	5	-2.4	-5	5
O=C(O)CSc1c2c(nc3cc(C(=O)NCCN4CCOCC4)ccc13)CCC2	-2	-9	17	·	-2	6	-1.7	13	17
COc1cc(C(=O)Nc2cccc3ncccc23)cc(OC)c1OC	-1	-13	-2	4	-2	5	0.5	7	1
CCCCc1nc(S(=O)(=O)c2ccc(Cl)cc2)c(N2CCOCC2)o1	0	11	32	-1	0	25	1.0	20	-19
CC1CCCC(C)N1C(=O)COC(=O)c1ccc(Br)c(S(=O)(=O)N2CCOCC2)c1 (configuration not stated)	-1	3	9	1	-1	22	-1.8	9	8

(continued)
SMILES	APJ agonist	APJ antag	tim10-1 inh	CXCR6 block	UPR XBP1 act	tim23-1 inh	CHOP UPR activ	TIM10 inh	Mdm2 MdmX PPI
CCOc1cc(C=O)ccc1OCCSc1ccc(Cl)cc1	0	17	-3	4	-3	30	-0.5	8	-6
O=C(Oc1ccc(/C=N/n2cnnc2)cc1)c1cccc([N+](=O)[O-])c1	0	-44	-20	-2	-1	-12	3.2	-16	1
COC(=O)c1cc(N=Nc2sc(N)nc2C)cc(C(=O)OC)c1	-4	45*	5	8	28	-4	0.5	2	48
S=c1[nH]nc(-c2ccc(Cl)cc2)n1/N=C/c1cccs1	5	1	24	9	0	12	1.8	1	-12
CCn1c(SCC(=O)Nc2cccc(OC)c2)nc2ccccc2c1=O	-3	-16	3	-1	-4	-2	-0.6	-20	22
CCN1C(=O)[C@@H]2Cc3c([nH]c4ccccc34)C(c3cc(OC)c(OC)c(OC)c3)N2C1=S (some centres not stated)	1	-24	-9	-3	-4	0	0.3	14	28
Cc1cccc(C(=O)NCCCN(C)CCCNC(=O)c2cccc(C)c2)c1	0	11	-16	0	-3	-7	0.7	-4	-10
CCCCN1C(=O)C(=O)N(CC(=O)c2ccc3c(c2)OCO3)C1=O	-4	-23	-30	-10	-1	-8	0.2	0	-8
CCOC(=O)c1cnc(N2CCN(c3ccccc3)CC2)[nH]c1=O	-1	9	2	-2	0	22	0.2	10	-10
CCOc1ccccc1N1CC(C(=O)N2CCc3ccccc32)CC1=O (configuration not stated)	-4	10	-5	0	1	5	-1.2	3	25
Cc1cc(OCCN2CCOCC2)ccc1C(C)C	-6	-1	-14	1	4	14	1.9	1	-5
CC(=O)Oc1ccc(/C=c2\sc3ncnn3c2=O)cc1	-1	1	17	-4	-1	39	0.1	13	10

These rows are one share of the data; the hit share may differ from the screen's.
